RmlCD inh 1536: M. tuberculosis RmlC/RmlD coupled enzyme inhibitors, primary screen, biochemical, compound mixtures, 384-well, from 1536-well plates. dTDP-4-dehydrorhamnose reductase (Mycobacterium tuberculosis (strain ATCC 25618 / H37Rv)) …. RmlC+RmlD coupled enzyme assay, percent inhibition; primary screen in compound mixtures. inhibition, % at 3.6 µM. hit rate 0.03% among 160,000; in the data active = inhibition mostly above about 34%, no sharp cut-off; also: some results filed as inactive read as strong as hits
Target sequence (P9WH09 whole entry, looked up): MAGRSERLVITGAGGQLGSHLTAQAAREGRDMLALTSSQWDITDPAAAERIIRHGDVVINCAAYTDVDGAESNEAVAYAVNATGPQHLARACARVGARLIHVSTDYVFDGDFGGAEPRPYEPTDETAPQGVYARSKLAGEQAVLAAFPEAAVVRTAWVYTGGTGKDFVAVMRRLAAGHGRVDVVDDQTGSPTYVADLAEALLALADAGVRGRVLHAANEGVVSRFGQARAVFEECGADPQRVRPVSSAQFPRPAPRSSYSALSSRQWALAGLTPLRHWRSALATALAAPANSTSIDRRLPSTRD
Target sequence (P9WH11 whole entry, looked up): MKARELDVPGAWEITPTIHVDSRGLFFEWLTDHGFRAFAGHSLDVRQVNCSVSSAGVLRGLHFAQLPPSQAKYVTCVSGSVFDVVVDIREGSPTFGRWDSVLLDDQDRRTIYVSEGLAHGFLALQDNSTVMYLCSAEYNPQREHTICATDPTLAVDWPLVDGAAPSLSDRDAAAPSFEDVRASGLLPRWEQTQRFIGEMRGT
M. tuberculosis GlmU: inhibition of mycobacterial GlmU enzyme – biochemical, glucosamine-1-phosphate acetyltransferase (AID 1376); Bifunctional protein GlmU (Mycobacterium tuberculosis (strain ATCC 25618 / H37Rv)); M. tuberculosis GlmU acetyltransferase enzyme assay; higher % means a stronger effect; inhibition, %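 (tested at 30 µM in the primary screen)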; hits with a dose series show IC50 in µM; hit rate 0.25% among 220,000; in the data active = inhibition above about 13%;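 also: 0% = complete reaction with vehicle and 100% = reaction without substrate; strong numbers were not always called active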
* = called active by the depositor; . = not tested or not shown. This is a subset; the hit share may differ from the screen's.

SMILES	RmlCD inh 1536	M. tuberculosis GlmU
c1coc(Cn2nnnc2CN2CCN(C3CCCCC3)CC2)c1	.	2.8%
O=C(NCCN1C(=O)S/C(=C\c2ccc(F)cc2)C1=O)c1cccc(S(=O)(=O)N2CCOCC2)c1	20	1.7%
Cc1cccc(CCN(C(=O)Cc2cccs2)C(C(=O)NC2CCCCC2)c2cccnc2)c1 (stereo unspecified)	.	4.2%
O=C(O)c1cccnc1SCc1ccccc1Cl	-2	-4.7%
Clc1ccc(-c2csc(N3CCC(c4ccccc4)C3)n2)cc1 (stereo unspecified)	8	1.9%
Cc1cccc(NC(=O)CSc2nnc(C)c(=O)n2N)c1	3	-3.9%
[O-]C1=N/[N+](=C/c2ccc(Cl)c(Cl)c2)CC1	.	-1.5%
O=C1N/C(=C/c2ccc(N3CCOCC3)cc2)C(=O)N1Cc1ccc(F)cc1	-7	-1.0%
CCOC(=O)c1sc(=NC(=O)/C=C/c2cccs2)n(C)c1C	-1	-2.2%
Cc1onc(-c2c(F)cccc2Cl)c1C(=O)NCCc1ccc(S(N)(=O)=O)cc1	5	0.7%
O=C(NC1CCCC1)C(NS(=O)(=O)c1cccc2nsnc12)c1ccccc1 (stereo unspecified)	-1	1.8%
COc1cc(C(=O)OCC(=O)Nc2c(F)c(F)c(F)c(F)c2F)cc(OC)c1OC	.	7.6%
CN(C)c1nnnn1-c1cccc(Oc2ncc(C(F)(F)F)cc2Cl)c1	4	2.3%
Cc1ccn2c(NC(=O)c3ccco3)c(-c3ccccc3)nc2c1	-10	-6.0%
CC(=O)COC(=O)c1cc(-c2ccc(C)cc2)nc2ccccc12	10	11%
Cc1cc(C)cc(N(CC(=O)N2CCn3c2nc2ccccc23)S(=O)(=O)c2c(C)noc2C)c1	5	0.4%
CN(C(=O)CSc1nc2cc(Cl)ccc2c(=O)n1Cc1ccco1)C1CCS(=O)(=O)C1 (stereo unspecified)	-10	0.8%
CC(C)n1c(=S)[nH]c2c1c(=O)[nH]c(=O)n2C	.	1.1%
Cc1ccc(C(=O)c2c(NC(=O)CSc3nnc(N)s3)sc3c2CCCC3)cc1	6	4.6%
COc1ccc(OC)c(-c2cc(C(=O)Nc3cccc(Cl)c3)no2)c1	.	1.9%
CCn1c(O)c(C2=NCCCC2)c2ccccc21	2	2.7%
COc1cc(/C=N/NC(=S)Nc2cccc(S(=O)(=O)N(C)C)c2)ccc1O	-7	-4.2%
Clc1ccccc1-c1nnc2sc(-c3ccncc3)nn12	3	-2.4%
N#Cc1ccc(-c2ccc(OCC(O)Cn3nnc4ccccc43)cc2)cc1 (stereo unspecified)	.	-4.0%
CCCC(C(=O)NC1CCCC1)N(C(=O)Cn1nnc(-c2ccc(C)o2)n1)c1ccccc1OC (stereo unspecified)	.	-5.6%
CN1CCN(c2ccccc2NC(=O)c2ccc(N3CCCC3)c([N+](=O)[O-])c2)CC1	-12	2.1%
Cc1oc2c(c1C(=O)N1CCOCC1)C(=O)c1ccccc1C2=O	10	-0.5%
O=C(NC(NC(=S)Nc1ccccc1C(=O)O)C(Cl)(Cl)Cl)c1cccc([N+](=O)[O-])c1 (stereo unspecified)	-3	2.2%
CCn1c(=O)cc(N2CCOCC2)[nH]c1=O	7	1.1%
COc1cc(CN(C)C(C)C(=O)Nc2ccc([N+](=O)[O-])cc2Cl)ccc1OC(F)F (stereo unspecified)	-7	-0.8%
COc1cccc(C(=O)Nc2ccc(NC(=O)C(C)(C)C)cn2)c1	.	-0.7%
CCC(CC)NC(=O)CCc1nc2ccccc2c(=O)[nH]1	.	-0.5%
CCCc1nc2c(nnn2Cc2ccccc2)c(=O)[nH]1	13	-5.5%
COc1cccc(C(=O)N=c2sc3c(C)ccc(OC)c3n2C)c1	14	1.2%
COC(=O)c1cc(NC(=O)C2CCCN(S(=O)(=O)c3c(C)n[nH]c3C)C2)cc(C(=O)OC)c1 (stereo unspecified)	10	1.8%
O=C(NCCOC12CC3CC(CC(C3)C1)C2)c1cccc(Br)c1	.	4.6%
COc1cccc(C(=O)Nc2ccccc2N2CCOCC2)c1	.	-4.1%
Cc1ccc2nsnc2c1NC(=O)c1cncc(Br)c1	-3	-4.1%
CCOC(=O)c1[nH]c(C)c(C)c1C	.	5.9%
O=c1[nH]c(SCc2cccc(F)c2)nc2ccccc12	.	0.1%

Some of these compounds in order of molecular weight, smallest number first:
SMILES	RmlCD inh 1536	M. tuberculosis GlmU
CCOC(=O)c1[nH]c(C)c(C)c1C	.	5.9%
CCn1c(=O)cc(N2CCOCC2)[nH]c1=O	7	1.1%
CCCc1nc2c(nnn2Cc2ccccc2)c(=O)[nH]1	13	-5.5%
O=c1[nH]c(SCc2cccc(F)c2)nc2ccccc12	.	0.1%
COc1cccc(C(=O)Nc2ccccc2N2CCOCC2)c1	.	-4.1%
Clc1ccccc1-c1nnc2sc(-c3ccncc3)nn12	3	-2.4%
Cc1oc2c(c1C(=O)N1CCOCC1)C(=O)c1ccccc1C2=O	10	-0.5%
COc1cccc(C(=O)Nc2ccc(NC(=O)C(C)(C)C)cn2)c1	.	-0.7%
COc1cccc(C(=O)N=c2sc3c(C)ccc(OC)c3n2C)c1	14	1.2%
Cc1ccc2nsnc2c1NC(=O)c1cncc(Br)c1	-3	-4.1%
O=C(NCCOC12CC3CC(CC(C3)C1)C2)c1cccc(Br)c1	.	4.6%
COc1cc(/C=N/NC(=S)Nc2cccc(S(=O)(=O)N(C)C)c2)ccc1O	-7	-4.2%
COc1cc(CN(C)C(C)C(=O)Nc2ccc([N+](=O)[O-])cc2Cl)ccc1OC(F)F (stereo unspecified)	-7	-0.8%
CCCC(C(=O)NC1CCCC1)N(C(=O)Cn1nnc(-c2ccc(C)o2)n1)c1ccccc1OC (stereo unspecified)	.	-5.6%
O=C(NC(NC(=S)Nc1ccccc1C(=O)O)C(Cl)(Cl)Cl)c1cccc([N+](=O)[O-])c1 (stereo unspecified)	-3	2.2%

Next section:
SMILES	RmlCD inh 1536	M. tuberculosis GlmU
CC(Sc1nc2ccccc2o1)C(=O)O (stereo unspecified)	.	3.0%
COC(=O)C1=C(C)Nc2nnnn2C1c1ccco1 (stereo unspecified)	4	5.2%
N#CCn1nnc(-c2ccc3c(c2)OCO3)n1	11	3.2%
CCOCC(=O)Nc1ccccc1C(=O)OCC	6	-1.1%
CC(C)C(=O)Nc1ccc(C(=O)NNC(=S)NC(=O)c2ccco2)cc1	.	0.1%
COCCn1c(SCC(=O)Nc2cc(C)on2)nc2ccccc21	-11	-1.3%
Cc1cc(=O)[nH]c(SCC(=O)Nc2cc(S(=O)(=O)N3CCCC3)ccc2Cl)n1	44	3.6%
O=C(CSc1nnc(CNc2ccc(F)cc2)n1Cc1ccccc1)N1CCOCC1	.	1.6%
CCOc1ccc(N2C(=O)c3ccc(C(=O)OCc4c(C)noc4C)cc3C2=O)cc1	1	3.1%
Cc1ccc(N2CC(C(=O)Nc3nnc(C(C)C)s3)CC2=O)cc1 (stereo unspecified)	.	2.7%
CCOC(=O)N1CCC(NC(=O)CC(NS(=O)(=O)c2ccc(Cl)cc2)c2ccco2)CC1 (stereo unspecified)	4	6.7%
O=C(CN(CCc1ccccc1)C(=O)CNS(=O)(=O)c1ccccc1)NCc1ccco1	6	-0.8%
O=Cc1ccc(Oc2cnccn2)cc1	-3	-3.3%
CCN(CC(=O)Nc1ccc(N2CCOCC2)cc1)C(=O)COc1ccccc1OC	.	-3.4%
O=C(O)c1ccccc1SCc1cn2cc(Cl)ccc2n1	-10	1.4%
Cc1ccccc1N1C(N)=NC(N)=NC1(C)C	-8	-0.6%
O=C(Nc1ccc(N2CCOCC2)c2nonc12)C1CCCC1	-7	3.4%
Oc1ccc(/C=N\Nc2cc(N3CCOCC3)nc(N3CCOCC3)n2)c(O)c1	-16	4.9%
CCOC(=O)Cn1nc(-c2ccccc2)ccc1=O	4	-1.9%
Cn1c(NC(=O)c2ccc(F)c(F)c2)cc(=O)n(C)c1=O	6	7.0%
COc1ccc(-c2ncc(CN3CCN(CCC(C)C)C(CCO)C3)cn2)cc1 (stereo unspecified)	.	-1.2%
O=C(CSc1nc2ccccc2[nH]1)N/N=C/C=C\c1ccccc1[N+](=O)[O-]	.	-0.2%
CCOC(=O)C1CCN(S(=O)(=O)c2c(C)[nH]c(=O)[nH]c2=O)CC1	-7	-1.1%
N#Cc1ccc(C(=O)Nc2ccc([N+](=O)[O-])cc2)c(F)c1	5	-4.7%
COc1cc(/C=N/NC(=O)c2ccccn2)cc2c1OCO2	-7	-3.7%
CC(=O)c1cc(CN2CCN(Cc3ccccc3)C(CCO)C2)cs1 (stereo unspecified)	.	0.2%
CCCCC(=O)Nc1ccc(C(=O)Nc2ccc(OC)cc2[N+](=O)[O-])cc1	-11	-0.9%
CC(C)CC(=O)Nc1ccc2c(c1)OCO2	-9	1.9%
COc1ccc(C(=O)Nc2ccccc2Cc2ccccc2)c(OC)c1	-7	-5.8%
O=C1CC(N2CCN(c3ccccc3Cl)CC2)C(=O)N1c1ccc(F)cc1 (stereo unspecified)	-5	-2.2%
CCn1nnnc1SCC(=O)N1c2ccccc2CCc2ccccc21	16	-1.6%
CCOC(=O)C1=C(C)N=C2SC(C)C(=O)N2C1c1ccccc1 (stereo unspecified)	-9	-5.6%
O=C(CNC(=O)c1ccc(F)cc1)N/N=C/c1cc(Br)ccc1OC(=O)/C=C/c1ccco1	14	0.6%
CS(=O)(=O)N1CCN(c2ccccc2NC(=O)CSc2nnc(-c3ccco3)o2)CC1	-10	-1.9%
CCOc1ccc(C(=O)Nc2c3c(nn2-c2ccc(C)cc2)CS(=O)C3)cc1OCC (stereo unspecified)	8	0.5%
CCCCCCCn1c(=N)n(CC(=O)c2ccco2)c2ccccc21	8	-0.6%
O=C(C1CCCCC1)N1CCc2ccccc21	-14	-2.4%
Cc1cc(Cl)c(OCCN2C(=O)NC(C)(C)C2=O)c(Br)c1	.	-1.4%
CCn1c(=O)c2c(nc(SCC(=O)NCC3CCCO3)n2C)n(C)c1=O (stereo unspecified)	-3	-2.5%
O=C(COC(=O)c1ccc2c(c1Cl)C(=O)c1ccccc1C2=O)NC1CCCCC1	-11	-3.2%
CC(=NC(C)c1ccccc1)c1c(O)[nH]c(=O)[nH]c1=O (stereo unspecified)	.	-2.9%
NC(=S)NNC(=O)Nc1cccc(Cl)c1	1	0.9%
Cc1ccc(C(=O)CSc2nnc(COc3cccc4cccnc34)o2)cc1	47	-5.4%
CC1CN=C(N(C(=O)Nc2ccccc2)C(C)C)S1 (stereo unspecified)	.	2.7%
Cc1cc(-c2c(C)[nH]n(-c3ccccc3)c2=O)n(-c2ccccc2)n1	-8	-3.9%
C=CCN(C(=O)CSC1=NC(=O)CN1C(C)=O)c1nc(C)c(-c2ccccc2)s1	-10	-2.7%
CCN(C(=O)CSc1nnc(-c2ccccc2)o1)c1c(N)n(Cc2ccccc2)c(=O)[nH]c1=O	0	-2.8%
O=C(Cn1nnc2ccccc2c1=O)NCc1ccc(Cl)cc1	-11	-0.7%
Cc1c(/N=C(\[O-])Nc2ccc(Br)cc2)sn[n+]1C	.	-11%
Fc1ccccc1/C=N/Nc1ncnc2ccccc12	-7	6.6%
COc1ccc(N(CC(=O)Nc2cc([N+](=O)[O-])ccc2C)S(C)(=O)=O)cc1OC	9	11%
O=C(CCS(=O)(=O)c1ccccc1)NCCS(=O)(=O)c1ccccc1	-11	3.9%
O=C(Nc1ccsc1C(=O)NC1CCCCC1)c1ccc(F)cc1	15	5.4%
O=C(c1ccc(S(=O)(=O)N2CCCC2)cc1)N1CCC(CN2C(=O)c3cccc4cccc(c34)C2=O)CC1	10	-2.5%
COc1cc(/C=C/C(=O)OCC(=O)NC(=O)NC(C)(C)C)ccc1OCC#N	5	-3.2%
O=S(=O)(Nn1cnnc1)c1ccccc1	.	1.4%
COc1ccccc1N1CCN(CC(O)COc2ccc3c(c2)OCO3)CC1 (stereo unspecified)	-8	0.5%
Cc1cc(=O)oc2c(CN3CCN(C)CC3)c(O)c(Cl)cc12	27	.
CCOc1cc(C)ccc1OCc1nnc(SCC(=O)c2cccc([N+](=O)[O-])c2)n1CC	-7	3.7%
COC(C/C=C\C(=O)[C@H](C)OCc1ccccc1)OC	.	6.2%

Later entries
SMILES	RmlCD inh 1536	M. tuberculosis GlmU
CC(=O)c1c(C)[nH]c(C(=O)OCC(=O)N2CCc3ccccc32)c1C	12	-0.6%
COc1ccc(C)cc1N(C(=O)c1ccccc1F)c1nc2ccccc2s1	11	-2.7%
CCCC(CCC)n1[nH]c(=O)c2c(C)cc(C)nc21	.	4.5%
CCCN(CCC)C(=O)c1cc([N+](=O)[O-])cc2c1-c1ccc([N+](=O)[O-])cc1C2=C(C#N)C#N	-6	5.4%
O=[N+]([O-])c1cccc(N=Cc2sc3ccccc3c2O)c1	.	-3.8%
Nc1[nH]n(-c2ccccc2)c(=O)c1N=Nc1ccc2c(c1)OCO2	.	-1.8%
Cc1ccc(SCc2noc(C(=O)NCC3CCCO3)c2C(=O)O)cc1C (stereo unspecified)	.	3.5%
COc1cc(C(=O)Nc2cc(-c3cn4cccnc4n3)ccc2C)cc(OC)c1OC	-11	-3.5%
Cc1ccc2nc(-c3ccccc3)cc(C(=O)O)c2c1	26	4.3%
CCS(=O)(=O)N1CCC(C(=O)NCCCN2CCN(c3ccccc3F)CC2)CC1	1	-1.3%
C/C=C/C(=O)OCC(=O)Nc1cccc(S(=O)(=O)NC2=NCCCCC2)c1	7	5.0%
COC(=O)CNC(=O)CCc1nnc(C2(c3ccc(Cl)cc3)CCC2)o1	7	0.8%
Cc1ccc(-n2c(Cc3cccn3C)nnc2SCC(=O)Nc2nnc(C)s2)cc1	0	0.8%
O=C(Nc1cccc2ncccc12)c1ccc(F)cc1	2	3.0%

Screening results from PubChem BioAssay.
